TNF death inh: inhibitors of TNF-alpha induced necroptosis in Jurkat FADD-/- cells; Jurkat FADD-/- TNF necroptosis rescue, ATP luminescence, 24 h; 0 = TNF only, 100 = no-TNF cells; activation (protection from cell death), % at 10 µM; 220,000 compounds, 0.068% hits; AID 463075;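 active = activation, meaning protection from cell death, of at least 50% relative to plate controls; inactive = activation below 50%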;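 also: necroptosis triggered by 40 ng/mL TNF-alpha added together with compound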
L929 necroptosis: blocks zVAD induced death of L929 cells. L929 zVAD necroptosis rescue, ATP luminescence, 24 h; with zVAD 60 µM. viability rescue, % at 10 µM. AID 1377. 220,000 compounds, 0.38% hits;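 active = activation, scaled between plate controls, above about 75%, limit read from the data; inactive = activation under that limit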;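 also: 0% = zVAD with DMSO and 100% = DMSO alone without zVAD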
PPC-1+TRAIL kill: PPC-1 cancer cell killing with TRAIL present; 220,000 compounds, 0.41% hits; cell killing (% activity), % at 4 µM; PPC-1 cells + TRAIL, ATPLite viability luminescence;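 active = cell killing above 50% in the first pass at 4 µM, then a duplicate retest at 5 µM averaging 50% or more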;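 also: plate controls were cells with TRAIL plus DMSO for no effect and medium-only wells lacking cells for full effect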
Wee1 stabilizer: blocks degradation of human Wee1 kinase | reporter increase, % at 5 µM | P30291 | HeLa Luc-Wee1K328M stability, luciferase luminescence; 100% = proteasome inhibitor MG132 effect | 220,000 compounds, 1.2% hits;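 active = activation above the mean of all tested compounds plus 3 SD, set per screening run, cut at about 8.8% in these data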;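 also: cells exposed to compound for 20 h before luminescence read; 0% = DMSO alone and 100% = MG132 at 30 µM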
Tb hexokinase: T. brucei hexokinase 1 inhibition | 220,000 compounds, 0.11% hits | recombinant TbHK1, G6PDH-coupled NADH A340 | inhibition, % at 10 µM | AID 1430;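 active = inhibition of 50% or more in the single-dose primary screen; inactive = inhibition below 50%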
EP2 antag: EP2 receptor (human) inhibition. P43116. C6 glioma cells expressing human EP2, cAMP TR-FRET; cells stimulated with saturating PGE2. inhibition, % at 25 µM. 260,000 compounds, 0.52% hits;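 active = percent inhibition above 40 after rounding to a whole number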;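 also: rat C6 glioma host cells with rolipram phosphodiesterase inhibitor present; the protocol text gives 20 µM as final concentration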
Target sequence (P43116 whole entry, looked up): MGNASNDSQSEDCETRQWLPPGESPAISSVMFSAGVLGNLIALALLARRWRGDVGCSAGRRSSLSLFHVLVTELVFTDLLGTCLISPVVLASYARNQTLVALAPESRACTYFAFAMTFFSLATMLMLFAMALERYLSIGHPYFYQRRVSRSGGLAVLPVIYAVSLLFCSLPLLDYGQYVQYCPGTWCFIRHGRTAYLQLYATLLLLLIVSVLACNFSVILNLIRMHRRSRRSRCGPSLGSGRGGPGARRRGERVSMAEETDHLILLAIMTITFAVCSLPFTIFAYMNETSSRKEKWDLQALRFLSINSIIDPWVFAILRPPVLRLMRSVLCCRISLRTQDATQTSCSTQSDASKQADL
CHOP inh: CHOP inhibition in unfolded protein response; CHO-K1 CHOP-promoter luciferase, tunicamycin-induced, 15-18 h; inhibition, % at 10 µM; 220,000 compounds, 3.8% hits;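 active = compounds that reduced the stress-induced luciferase reporter signal by more than about 70% of percent inhibition, limit read from the data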;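 also: 0% = tunicamycin plus vehicle and 100% = wells without tunicamycin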
FXIa inh 1536: inhibitors of human coagulation factor XIa; P03951; 220,000 compounds, 0.14% hits; inhibition, % at 5 µM; purified FXIa, Boc-Glu-Ala-Arg-AMC fluorogenic substrate; AID 798;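 active = inhibition of at least 40%; inactive = inhibition below 40%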;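 also: fluorescence of freed AMC excited at 355 nm; 0% = enzyme without compound and 100% = no enzyme blank; many of its hits are not listed in these tables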
FXIIa inh: factor XIIa (human) inhibition. purified FXIIa, Boc-QGR-AMC fluorogenic substrate, 2 h. P00748. inhibition, % at 5 µM. 220,000 compounds, 0.3% hits; in the data active = inhibition above about 40%;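 also: 0% = enzyme with no compound and 100% = blank without enzyme; many of its hits are not listed in these tables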
Target sequence (P00748 20-372 limits assumed): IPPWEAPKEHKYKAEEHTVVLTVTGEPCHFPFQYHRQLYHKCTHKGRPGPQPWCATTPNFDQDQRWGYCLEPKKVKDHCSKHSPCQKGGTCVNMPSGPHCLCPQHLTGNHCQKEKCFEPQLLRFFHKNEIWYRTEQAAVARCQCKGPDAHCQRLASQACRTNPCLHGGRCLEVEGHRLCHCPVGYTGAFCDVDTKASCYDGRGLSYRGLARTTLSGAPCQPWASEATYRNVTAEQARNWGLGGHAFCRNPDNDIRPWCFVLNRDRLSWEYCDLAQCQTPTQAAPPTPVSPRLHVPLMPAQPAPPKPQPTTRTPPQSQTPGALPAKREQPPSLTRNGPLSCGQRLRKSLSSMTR
Target sequence (P00748 373-615 limits assumed): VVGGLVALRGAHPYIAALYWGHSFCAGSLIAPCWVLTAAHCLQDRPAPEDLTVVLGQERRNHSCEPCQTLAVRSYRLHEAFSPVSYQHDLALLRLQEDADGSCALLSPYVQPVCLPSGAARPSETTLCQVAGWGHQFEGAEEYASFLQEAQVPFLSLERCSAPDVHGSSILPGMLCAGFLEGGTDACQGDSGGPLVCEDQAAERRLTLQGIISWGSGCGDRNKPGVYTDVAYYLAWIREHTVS
* marks the source's active call; other numbers are inactive results; & = joins results of further samples; [ ] = dose if it differs, or a comment. The list is partial; count on the stated rates, not on these rows.

Results for O=C(O)CCN1C(=O)/C(=C/c2cn(-c3ccccc3)nc2-c2cccs2)SC1=S ?
TNF death inh: 1.9; L929 necroptosis: 1.3; Wee1 stabilizer: -2; Tb hexokinase: 26; EP2 antag: 4; CHOP inh: 102*; FXIa inh 1536: 6; FXIIa inh: 8

Results for O=C(Nc1cccc(Cl)c1Cl)c1ccncc1 ?
TNF death inh: -6.8; L929 necroptosis: -0.5; PPC-1+TRAIL kill: 5; Wee1 stabilizer: 2; Tb hexokinase: -1; EP2 antag: 15; CHOP inh: 24; FXIa inh 1536: -11; FXIIa inh: 0

Results for CC(C)C(NC(=O)OCc1ccccc1)C(=O)O (stereo not given) ?
TNF death inh: -0.9; L929 necroptosis: -0.2; PPC-1+TRAIL kill: -12; Wee1 stabilizer: -2; Tb hexokinase: -7; EP2 antag: 12; CHOP inh: 22; FXIa inh 1536: 1; FXIIa inh: 16

How did O=C(O)CN1C(=O)CNC1=O do in these assays?
TNF death inh: -0.2; L929 necroptosis: -0.1; PPC-1+TRAIL kill: -3; Wee1 stabilizer: -1; Tb hexokinase: -1; EP2 antag: 12; CHOP inh: -4; FXIa inh 1536: -7; FXIIa inh: 0

Results for CCOC(=O)CSc1nc(C)nc2c1sc1nc(C)c(C(C)=O)c(-c3ccc(OC)cc3)c12 ?
TNF death inh: 1.9; L929 necroptosis: 0.8; PPC-1+TRAIL kill: 41; Wee1 stabilizer: 3; Tb hexokinase: 32; EP2 antag: 8; CHOP inh: 10; FXIa inh 1536: 4; FXIIa inh: 16

How did S=C(Nc1cccnc1)NC1CCCC1 do in these assays?
TNF death inh: -0.9; L929 necroptosis: 0.1; PPC-1+TRAIL kill: 2; Wee1 stabilizer: -2; Tb hexokinase: -5; EP2 antag: 5; CHOP inh: 12; FXIa inh 1536: 10; FXIIa inh: 5

Results for CN(Cc1ccc2nonc2c1)Cc1nc(CC2CC2)no1 ?
TNF death inh: 0.9; L929 necroptosis: -0.7; PPC-1+TRAIL kill: -1; Wee1 stabilizer: -1; Tb hexokinase: -9; EP2 antag: 8; CHOP inh: -2; FXIa inh 1536: 0; FXIIa inh: 6

What do the screens show for `Cc1cc(C(=O)NCC23CC4CC(CC(C4)C2)C3)c(C)o1`?
TNF death inh: 0.8; L929 necroptosis: 71; PPC-1+TRAIL kill: 8; Wee1 stabilizer: 2; Tb hexokinase: 2; EP2 antag: 4; CHOP inh: 0; FXIa inh 1536: -4; FXIIa inh: 6

Results for Cc1ccc(Nc2c(-c3ccccn3)nc3ccc(C)cn23)cc1 ?
TNF death inh: -6.9; L929 necroptosis: 5.3; PPC-1+TRAIL kill: 48; Wee1 stabilizer: 0; Tb hexokinase: 11; EP2 antag: 15; CHOP inh: 80*; FXIa inh 1536: 7; FXIIa inh: 3

Results for COc1cccc(C(=O)N2CCCc3ccccc32)c1 ?
TNF death inh: -4.2; L929 necroptosis: -0.2; PPC-1+TRAIL kill: 6; Wee1 stabilizer: -3; Tb hexokinase: 5; EP2 antag: 6; CHOP inh: 22; FXIa inh 1536: 6; FXIIa inh: 22

Results for COc1ccc2oc(C(=O)c3ccccc3)c(NC(=O)CN3CCN(C)CC3)c2c1 ?
TNF death inh: -9.0; L929 necroptosis: 1.3; PPC-1+TRAIL kill: 8; Wee1 stabilizer: -2; Tb hexokinase: -40; CHOP inh: -62; FXIa inh 1536: -1; FXIIa inh: -6

How did COc1ccc(NC(=O)c2ocnc2C)cc1OC do in these assays?
TNF death inh: -0.3; L929 necroptosis: 1.6; PPC-1+TRAIL kill: 20; Wee1 stabilizer: -2; Tb hexokinase: 10; EP2 antag: -1; CHOP inh: 35; FXIa inh 1536: 4; FXIIa inh: 15

What do the screens show for `CCOC(=O)CCn1cc(F)c(=O)n(Cc2ccccc2)c1=O`?
TNF death inh: 0.8; L929 necroptosis: -0.3; PPC-1+TRAIL kill: 19; Wee1 stabilizer: 0; Tb hexokinase: -1; EP2 antag: 12; CHOP inh: -17; FXIa inh 1536: 4; FXIIa inh: 6

What do the screens show for `S=C(NCCc1ccccc1)NC1CCCCCC1`?
TNF death inh: -9.3; L929 necroptosis: 0.1; PPC-1+TRAIL kill: -10; Wee1 stabilizer: 8; Tb hexokinase: 5; EP2 antag: 19; CHOP inh: -37; FXIa inh 1536: 2; FXIIa inh: 12

How did Cc1ccc(-n2c(SCC(=O)N/N=C/c3ccccc3C(=O)O)nnc2-c2ccc(Cl)cc2)cc1 do in these assays?
TNF death inh: 2.8; L929 necroptosis: -0.2; PPC-1+TRAIL kill: 9; Wee1 stabilizer: -2; Tb hexokinase: -12; EP2 antag: 3; CHOP inh: 6; FXIa inh 1536: 1; FXIIa inh: 11

Pulled one by one from above, 4 records:
How did COc1ccc(NC(=O)c2ocnc2C)cc1OC do in these assays?
TNF death inh: -0.3; L929 necroptosis: 1.6; PPC-1+TRAIL kill: 20; Wee1 stabilizer: -2; Tb hexokinase: 10; EP2 antag: -1; CHOP inh: 35; FXIa inh 1536: 4; FXIIa inh: 15

Results for O=C(O)CCN1C(=O)/C(=C/c2cn(-c3ccccc3)nc2-c2cccs2)SC1=S ?
TNF death inh: 1.9; L929 necroptosis: 1.3; Wee1 stabilizer: -2; Tb hexokinase: 26; EP2 antag: 4; CHOP inh: 102*; FXIa inh 1536: 6; FXIIa inh: 8

Results for COc1ccc2oc(C(=O)c3ccccc3)c(NC(=O)CN3CCN(C)CC3)c2c1 ?
TNF death inh: -9.0; L929 necroptosis: 1.3; PPC-1+TRAIL kill: 8; Wee1 stabilizer: -2; Tb hexokinase: -40; CHOP inh: -62; FXIa inh 1536: -1; FXIIa inh: -6

How did S=C(Nc1cccnc1)NC1CCCC1 do in these assays?
TNF death inh: -0.9; L929 necroptosis: 0.1; PPC-1+TRAIL kill: 2; Wee1 stabilizer: -2; Tb hexokinase: -5; EP2 antag: 5; CHOP inh: 12; FXIa inh 1536: 10; FXIIa inh: 5

Next compounds follow.
What do the screens show for `Cc1ccc(S(=O)(=O)Nc2nc3ccccc3s2)cc1`?
TNF death inh: 1.2; L929 necroptosis: 0.0; PPC-1+TRAIL kill: -3; Wee1 stabilizer: 0; Tb hexokinase: -3; EP2 antag: 4; CHOP inh: 11; FXIa inh 1536: -1; FXIIa inh: 13

What do the screens show for `CC(=O)CCc1oc2c([N+](=O)[O-])cccc2c1-c1ccc(C)o1`?
TNF death inh: 0.2; L929 necroptosis: 1.8; PPC-1+TRAIL kill: -3; Wee1 stabilizer: -2; Tb hexokinase: 3; EP2 antag: 4; CHOP inh: 43; FXIa inh 1536: 1; FXIIa inh: 9

Results for O=c1cc(NCC2CCCO2)[nH]c(=O)n1-c1ccc(Cl)cc1 (stereo not given) ?
TNF death inh: -0.6; L929 necroptosis: 0.0; PPC-1+TRAIL kill: 2; Wee1 stabilizer: -2; Tb hexokinase: 11; EP2 antag: 6; CHOP inh: 19; FXIa inh 1536: 16; FXIIa inh: 24

What do the screens show for `Cc1sc(NC(=O)c2cccnc2)nc1-c1ccccc1`?
TNF death inh: -0.3; L929 necroptosis: -0.2; PPC-1+TRAIL kill: 14; Wee1 stabilizer: -1; Tb hexokinase: 8; EP2 antag: 9; CHOP inh: -19; FXIa inh 1536: 1; FXIIa inh: 9

What do the screens show for `COc1ccc(CN(C(C)=O)c2cccc(C)c2C)cc1`?
TNF death inh: -10; L929 necroptosis: -0.9; PPC-1+TRAIL kill: 9; Wee1 stabilizer: 7; Tb hexokinase: 3; EP2 antag: 16; CHOP inh: -11; FXIa inh 1536: 1; FXIIa inh: 4

Results for CN1C2C=C3C(C#N)=C(N)C(C#N)(C#N)[C@@H](c4cccs4)C3C1CC2 (stereo not given in full) ?
TNF death inh: 1.1; L929 necroptosis: 0.7; PPC-1+TRAIL kill: 17[5 µM]; Wee1 stabilizer: -1; Tb hexokinase: 2; EP2 antag: 23; CHOP inh: 1; FXIa inh 1536: -9; FXIIa inh: 5

What do the screens show for `c1c2c(cc3sc(N4CCOCC4)nc13)OCO2`?
TNF death inh: -5.1; L929 necroptosis: -0.4; PPC-1+TRAIL kill: 38; Wee1 stabilizer: 2; Tb hexokinase: 1; EP2 antag: 11; CHOP inh: 5; FXIa inh 1536: 3; FXIIa inh: 12

What do the screens show for `O=C(c1cc2ccccc2oc1=O)N(Cc1ccc2c(c1)OCO2)Cc1ccco1`?
TNF death inh: -2.4; L929 necroptosis: 0.1; PPC-1+TRAIL kill: 5; Wee1 stabilizer: -1; Tb hexokinase: -2; EP2 antag: 6; CHOP inh: 10; FXIa inh 1536: -4; FXIIa inh: 19

What do the screens show for `Cc1oc(-c2cccs2)nc1CS(=O)CC(=O)NCCc1ccccc1` (stereo not given)?
TNF death inh: -1.3; L929 necroptosis: 0.0; PPC-1+TRAIL kill: -9; Wee1 stabilizer: 1; Tb hexokinase: 0; EP2 antag: 11; CHOP inh: 5; FXIa inh 1536: -5; FXIIa inh: 5

Results for O=Cc1ccc(Oc2ncccn2)cc1 ?
TNF death inh: -0.9; L929 necroptosis: 0.4; PPC-1+TRAIL kill: 13; Wee1 stabilizer: 0; Tb hexokinase: 3; EP2 antag: 6; CHOP inh: -10; FXIa inh 1536: -2; FXIIa inh: 21

Results for CCOC(=O)c1[nH]c2ccc(OCC)cc2c1CCCN1C(=O)c2ccccc2C1=O ?
TNF death inh: 2.9; PPC-1+TRAIL kill: -6; Wee1 stabilizer: -2; Tb hexokinase: -4; EP2 antag: 6; CHOP inh: 32; FXIa inh 1536: 10; FXIIa inh: 16

What do the screens show for `Cn1c(SCC(=O)NNC(=O)Cc2ccccc2)nnc1-c1ccc(Cl)cc1`?
TNF death inh: -2.8; L929 necroptosis: 0.0; PPC-1+TRAIL kill: 0; Wee1 stabilizer: -2; Tb hexokinase: -1; EP2 antag: 5; CHOP inh: 0; FXIa inh 1536: 0; FXIIa inh: 8

How did CCCC(=O)Nc1ccc2oc(-c3ccncc3)nc2c1 do in these assays?
TNF death inh: -7.8; L929 necroptosis: 0.0; PPC-1+TRAIL kill: 4; Wee1 stabilizer: 2; Tb hexokinase: -8; EP2 antag: 12; CHOP inh: -22; FXIa inh 1536: -5; FXIIa inh: 4

Results for C=Cn1cc[n+](CC(=O)c2ccc(C)cc2)c1 ?
TNF death inh: 0.0; L929 necroptosis: 4.8; PPC-1+TRAIL kill: -5; Wee1 stabilizer: -1; Tb hexokinase: -5; EP2 antag: 5; CHOP inh: -7; FXIa inh 1536: -5; FXIIa inh: 4

What do the screens show for `Cc1ccccc1C(=O)N1CCN(c2ccc(NC(=O)c3ccc4c(c3)OCO4)cc2)CC1`?
TNF death inh: 1.0; L929 necroptosis: 13; PPC-1+TRAIL kill: 0; Wee1 stabilizer: 2; Tb hexokinase: -12; EP2 antag: 18; CHOP inh: 46; FXIa inh 1536: -1; FXIIa inh: 10

How did COCCSc1ccccc1C(=O)Nc1nnc(COC)s1 do in these assays?
TNF death inh: -2.8; L929 necroptosis: 0.8; PPC-1+TRAIL kill: 21; Wee1 stabilizer: 4; Tb hexokinase: 0; EP2 antag: 7&17; CHOP inh: 11; FXIa inh 1536: -12; FXIIa inh: 10

How did CCN(CC)c1ccc(NC(=O)COC(=O)c2ccc3ccccc3n2)cc1 do in these assays?
TNF death inh: -1.3; L929 necroptosis: 1.9; PPC-1+TRAIL kill: 32; Wee1 stabilizer: 2; Tb hexokinase: -2; EP2 antag: 6; CHOP inh: 24; FXIa inh 1536: 1; FXIIa inh: 16
